Compound activity (PubChem BioAssay)
PPARg SRC-2 ag: promotes SRC-2 coactivator recruitment by human PPARgamma; PPARgamma LBD-SRC-2 recruitment, biochemical; activation, % at 8 µM; 200,000 tested, 0.34% active; in the data active = activation above about 22%;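 also: 0% = vehicle and 100% = reference agonist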
Target sequence (P37231 whole entry, looked up, the tested form may be a part): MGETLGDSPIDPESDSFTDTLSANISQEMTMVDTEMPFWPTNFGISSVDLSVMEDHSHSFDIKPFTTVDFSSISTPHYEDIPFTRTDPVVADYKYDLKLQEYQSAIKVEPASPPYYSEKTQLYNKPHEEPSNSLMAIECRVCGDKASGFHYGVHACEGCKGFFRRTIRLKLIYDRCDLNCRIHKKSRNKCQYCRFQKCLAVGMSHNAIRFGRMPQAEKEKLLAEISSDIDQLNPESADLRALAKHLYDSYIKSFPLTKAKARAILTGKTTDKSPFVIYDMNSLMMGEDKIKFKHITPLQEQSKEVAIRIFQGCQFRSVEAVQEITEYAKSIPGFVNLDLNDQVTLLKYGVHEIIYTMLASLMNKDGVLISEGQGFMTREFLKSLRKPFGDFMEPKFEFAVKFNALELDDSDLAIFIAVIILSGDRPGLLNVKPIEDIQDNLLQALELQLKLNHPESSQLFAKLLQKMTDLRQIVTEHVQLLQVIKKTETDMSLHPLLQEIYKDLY
TNAP act hi DEA: activators of human TNAP at high phosphate acceptor concentration | P05186 | purified TNAP, CDP-star luminescence, 1 M DEA, 30 min; stronger effect = higher value; 0 = EDTA background, 1 = DMSO-only activity | activation factor at 20 µM | 200,000 tested, under 10 active | AID 1136;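 active = activation factor at least 2 at 20 µM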
Target sequence (P05186 whole entry, looked up): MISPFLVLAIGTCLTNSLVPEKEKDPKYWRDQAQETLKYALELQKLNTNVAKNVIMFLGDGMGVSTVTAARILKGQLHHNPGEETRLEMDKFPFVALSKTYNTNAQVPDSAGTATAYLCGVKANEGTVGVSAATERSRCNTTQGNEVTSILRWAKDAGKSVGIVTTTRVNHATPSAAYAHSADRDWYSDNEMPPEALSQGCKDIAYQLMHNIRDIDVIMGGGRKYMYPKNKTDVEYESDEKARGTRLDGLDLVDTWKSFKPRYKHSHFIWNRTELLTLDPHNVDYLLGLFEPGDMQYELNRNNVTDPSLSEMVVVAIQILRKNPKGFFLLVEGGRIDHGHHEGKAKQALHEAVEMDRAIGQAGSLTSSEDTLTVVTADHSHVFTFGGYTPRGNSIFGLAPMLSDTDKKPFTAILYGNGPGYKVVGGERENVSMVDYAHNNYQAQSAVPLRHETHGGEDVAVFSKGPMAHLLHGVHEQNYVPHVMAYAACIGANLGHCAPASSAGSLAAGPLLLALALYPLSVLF
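Test system – human TNAP · Doses – 20 µM single point · Incubation – 30 min, room temperature · Signal – luminescent substrate turnover signal · Read-out basis – activation factor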
bIAP act: increases bovine intestinal alkaline phosphatase activity; purified bovine IAP, CDP-star luminescence, 30 min; stronger effect = higher value; fold of DMSO-control signal, blank-subtracted; activation factor at 20 µM; 200,000 tested, 0.17% active;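 active = activation factor of 2 or more at 20 µM, a signal rise over negative controls twice the positive control's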
TNAP inh no acc: TNAP (human) inhibition, acceptor-free conditions | purified TNAP, CDP-star luminescence, 30 min | inhibition, % at 20 µM | 200,000 tested, 0.26% active;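 active = tissue-nonspecific alkaline phosphatase inhibition above about 50% at 20 µM in the single-dose screen, limit read from the data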;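 also: 0% = DMSO negative control and 100% = EDTA positive control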
PPARg SRC-1 ag: agonists of human PPARgamma SRC-1 coactivator recruitment; AID 631; PPARgamma-SRC-1 coactivator recruitment biochemical assay; P37231; activation, % at 8 µM; 200,000 tested, 0.41% active; in the data active = activation above about 19%;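 also: 0% = DMSO and 100% = reference agonist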
SRC2 TRFRET art: counter-screen for PPARgamma SRC-2 recruitment agonists: TR-FRET artefact. stronger effect = higher value. TR-FRET ratio at 8 µM. 200,000 tested, 0.4% active. AID 1049; in the data active = TR-FRET ratio above about 2000; also: inactives centre near 1500; reference of the scale not given here
TNAP inh hiacc: TNAP (human) inhibition, high acceptor; P05186; 200,000 tested, 0.03% active; purified TNAP, CDP-star luminescence, 1 M DEA; inhibition, % at 20 µM;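 active = over 50% inhibition of tissue-nonspecific alkaline phosphatase at 20 µM in the single-dose screen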;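 also: plate controls were DMSO wells for no effect and EDTA-quenched wells as full inhibition for full effect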
bIAP inh: intestinal alkaline phosphatase (bovine) inhibition. purified bovine IAP, CDP-star luminescence, 30 min. inhibition, % at 20 µM. 190,000 tested, under 10 active;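 active = over 50% inhibition of intestinal alkaline phosphatase at 20 µM in the single-dose screen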
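System: purified bovine intestinal alkaline phosphatase (IAP) enzyme; Input: IAP diluted 1/65,000,000 in the well; Measured by: CDP-star luminescence signal; Compound dosing: 20 µM single dose; Incubation: 30 min reaction at room temperature.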
Efa HMGR inh: inhibitors of class II HMG-CoA reductase from Enterococcus faecalis; purified E. faecalis HMGR, NADPH absorbance 340 nm kinetic; inhibition, % at 10 µM; 190,000 tested, 0.41% active; AID 1066;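 active = inhibition above a set limit, the median over all tested compounds plus 3 SD, cut at about 9.5% in these data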;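 also: enzyme runs in reverse so mevalonate oxidation gives rising NADPH absorbance; 0% = complete reaction with DMSO and 100% = background rate lacking mevalonate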
PPARg SRC-3 ag: agonists of human PPARgamma SRC-3 coactivator recruitment. P37231. 200,000 tested, 0.26% active. AID 731. activation, % at 8 µM. biochemical PPARgamma/SRC-3 coactivator recruitment assay; in the data active = activation above about 23%;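 also: 0% = DMSO and 100% = reference agonist; some compounds past the cut are filed as inactive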
* = called active by the depositor; . = no result given.

#1 Cc1nc(NC(=O)c2cc3c(C)nn(-c4ccccc4)c3s2)sc1C(=O)Nc1ccccc1
#2 COc1ccc(Cc2noc(CN(C)CC3(N4CCOCC4)CCCCC3)n2)cc1OC
#3 O=C(CCc1ccccc1)NNC(=S)NC(=O)c1ccccc1
#4 COC(=O)C(Cc1ccc(O)cc1)NC(=O)C(CC(=O)OC(C)(C)C)NC(=O)OC(C)(C)C (centres undefined)
#5 CCOC(=O)/C(O)=C(\C#N)c1nc2ccccc2[nH]1
#6 Cc1cc(C)c(C(=O)O)c(Cl)n1
#7 COC(=O)c1cc2oc(C)cc2n1CC(=O)Nc1ccc(OC)c(OC)c1OC
#8 COC(=O)c1ccc(S(=O)(=O)NCCSc2nnc3c4ccccc4n(C)c3n2)cc1

Assay by compound | 1 | 2 | 3 | 4 | 5 | 6 | 7 | 8
TNAP inh no acc | -13.0 | -5.4 | -3.2 | 1.8 | -11.2 | -9.1 | -11.2 | -7.4
SRC2 TRFRET art | 1172 | 1766 | 1486 | 1622 | 1736 | 1356 | 1351 | 1846
Efa HMGR inh | -4.9 | 1.6 | -3.1 | -0.2 | -7.5 | -2.5 | 0.2 | -8.5
TNAP inh hiacc | 2.5 | -6.9 | -0.8 | -4.0 | -6.1 | -3.2 | -6.4 | -1.4
PPARg SRC-2 ag | 2.7 | 9.3 | 4.0 | 9.3 | 2.5 | -13.0 | -5.8 | 1.8
TNAP act hi DEA | 1 | 1.1 | 1 | 1 | 1.1 | 1 | 1.1 | 1
PPARg SRC-3 ag | -1.7 | 0.3 | 13.2 | -7.2 | -2.9 | -4.3 | -6.0 | -0.1
PPARg SRC-1 ag | -0.3 | 5.0 | -5.3 | 12.3 | -0.1 | -3.4 | -4.2 | 3.7
bIAP inh | -18.4 | 9.0 | -23.9 | -8.7 | -3.5 | -22.3 | -1.5 | 1.6
bIAP act | 1.2 | 0.9 | 1.2 | 1.1 | 1 | 1.2 | 1 | 1

#9 Brc1ccc2[nH]c3c(N4CCc5ccccc5C4)ncnc3c2c1
#10 CC(=O)NC1(C(F)(F)F)NC(=O)N(c2ccc(F)cc2)C1=O (centres undefined)
#11 CC1=C(C)C(c2ccccc2)NC(=S)N1 (centres undefined)
#12 Cc1cc(=O)[nH]c(NCCO)n1
#13 CCOc1ccc(N=C2NC(=O)S/C2=C\c2ccc(OC)cc2)cc1
#14 CN(C)c1oc(-c2cccs2)nc1C#N
#15 CCC1=[N+](C)CCn2c(C)ccc21
#16 O=C(Nc1ccc(N2CCCC2)c(Cl)c1)c1ccc(Br)o1

Assay by compound | 9 | 10 | 11 | 12 | 13 | 14 | 15 | 16
TNAP inh no acc | -8.0 | -14.8 | 7.9 | 4.4 | -7.3 | -1.2 | -20.8 | -10.1
SRC2 TRFRET art | 1503 | 1354 | 1460 | 1714 | 1524 | 1405 | 1516 | 1416
Efa HMGR inh | -3.3 | 3.7 | -5.7 | -6.7 | -3.8 | 1.8 | -2.1 | 1.0
TNAP inh hiacc | -3.4 | -6.9 | 1.0 | -2.9 | -2.9 | 3.7 | -3.5 | -3.0
PPARg SRC-2 ag | 0.2 | -15.6 | -5.4 | -3.4 | 1.7 | 1.1 | 7.2 | 1.6
TNAP act hi DEA | 1 | 1.1 | 1 | 1 | 1 | 1 | 1 | 1
PPARg SRC-3 ag | 4.7 | 2.0 | -1.3 | -1.0 | 4.5 | 1.2 | -4.8 | 1.7
PPARg SRC-1 ag | -5.8 | 6.2 | -0.6 | -4.6 | 6.2 | -2.2 | 3.9 | -3.0
bIAP inh | 26.5 | 2.0 | -1.3 | -4.8 | 48.0 | -0.5 | 4.0 | 11.8
bIAP act | 0.7 | 1 | 1 | 1 | 0.5 | 1 | 1 | 0.9

#17 O=C(NCc1ccco1)c1cnn2c(C(F)(F)F)cc(-c3ccco3)nc12
#18 CC(C)CCn1c(SCC#N)nc2c(sc3ccccc32)c1=O
#19 O=C(COC(=O)c1cccc(S(=O)(=O)NCc2ccccc2)c1)NCC1CCCO1 (centres undefined)
#20 O=C(CCCCCNC(=O)c1ccccc1)N/N=C/c1ccco1
#21 COc1ccc(Cn2ccnc2)cc1[N+](=O)[O-]
#22 CN(C)C(=O)c1ccccc1Sc1cc(Cl)ccc1Cl
#23 Cc1cccc(-n2c(O)c(C=Nc3c(C)n(C)n(-c4ccccc4)c3=O)c3ccccc3c2=O)n1
#24 COCC(=O)Nc1nc(-c2ccc([N+](=O)[O-])cc2)cs1

Assay by compound | 17 | 18 | 19 | 20 | 21 | 22 | 23 | 24
TNAP inh no acc | -8.9 | -9.5 | -9.7 | -1.6 | 0.6 | -12.9 | -6.5 | -5.2
SRC2 TRFRET art | 1622 | 1433 | 1776 | 1542 | 1508 | 1411 | 1604 | 1415
Efa HMGR inh | -0.1 | -6.2 | 2.8 | -4.7 | -0.3 | . | -3.5 | -3.5
TNAP inh hiacc | -1.4 | -4.0 | -3.4 | -3.7 | 1.6 | -6.1 | 2.1 | 0.9
PPARg SRC-2 ag | 2.3 | 4.1 | 2.4 | 2.1 | 4.6 | -2.4 | 8.1 | 8.3
TNAP act hi DEA | 1 | 1 | 1 | 1 | 1 | 1.1 | 1 | 1
PPARg SRC-3 ag | 8.6 | 6.9 | 3.2 | -0.2 | 2.3 | 2.7 | 14.9 | 4.7
PPARg SRC-1 ag | 4.5 | 3.4 | 7.8 | 2.0 | 5.4 | -6.0 | 3.1 | -3.7
bIAP inh | 12.6 | 26.5 | 9.9 | -3.5 | -19.4 | 0.4 | 5.3 | 1.6
bIAP act | 0.9 | 0.7 | 0.9 | 1 | 1.2 | 1 | 0.9 | 1

An excerpt from above in order of formula weight, smallest number first:
#20 O=C(CCCCCNC(=O)c1ccccc1)N/N=C/c1ccco1
#19 O=C(COC(=O)c1cccc(S(=O)(=O)NCc2ccccc2)c1)NCC1CCCO1 (centres undefined)
#23 Cc1cccc(-n2c(O)c(C=Nc3c(C)n(C)n(-c4ccccc4)c3=O)c3ccccc3c2=O)n1

Assay by compound | 20 | 19 | 23
TNAP inh no acc | -1.6 | -9.7 | -6.5
SRC2 TRFRET art | 1542 | 1776 | 1604
Efa HMGR inh | -4.7 | 2.8 | -3.5
TNAP inh hiacc | -3.7 | -3.4 | 2.1
PPARg SRC-2 ag | 2.1 | 2.4 | 8.1
TNAP act hi DEA | 1 | 1 | 1
PPARg SRC-3 ag | -0.2 | 3.2 | 14.9
PPARg SRC-1 ag | 2.0 | 7.8 | 3.1
bIAP inh | -3.5 | 9.9 | 5.3
bIAP act | 1 | 0.9 | 0.9

(more compounds)
#25 CCc1nc(SCC(=O)N2CCC(C)CC2)c2c(=O)n(C)c(=O)n(C)c2n1
#26 NNC(=O)CN1C(CN2CCOCC2)=Nc2ccc(Br)cc2C1c1ccccc1 (centres undefined)
#27 O=C1CC(SCCc2nc3ccccc3[nH]2)C(=O)N1c1ccc(F)cc1 (centres undefined)
#28 CN(C)C(=O)NCc1ccc(S(N)(=O)=O)cc1
#29 C=C(C)CN(CC)C(=O)CSc1nc2ncc(Cl)cc2[nH]1
#30 O=C(COC(=O)CCS(=O)(=O)c1ccc(Cl)cc1)Nc1ncc(Cl)cc1Cl
#31 Cc1nnc(NC(=O)Cn2c(=O)sc3ccccc32)s1
#32 Cc1ccc(NC(=O)Nc2ccc3c(c2)nc(C)n3C)cc1C

Assay by compound | 25 | 26 | 27 | 28 | 29 | 30 | 31 | 32
TNAP inh no acc | -14.1 | -9.3 | -4.5 | -10.0 | 4.1 | -1.8 | -3.9 | -28.1
SRC2 TRFRET art | 1615 | 1588 | 1773 | 1591 | 1439 | 1625 | 1647 | 1595
Efa HMGR inh | -3.1 | -2.2 | -1.1 | -3.2 | -6.0 | -3.9 | 1.5 | 5.1
TNAP inh hiacc | -3.5 | -8.4 | -5.6 | -2.3 | -9.7 | -5.7 | -8.0 | -9.2
PPARg SRC-2 ag | 0.6 | 7.4 | 5.2 | 0.4 | 3.6 | 2.0 | -0.2 | -6.2
TNAP act hi DEA | 1 | 1.1 | 1.1 | 1 | 1.1 | 1.1 | 1.1 | 1.1
PPARg SRC-3 ag | 3.3 | -0.6 | 2.7 | -3.2 | 4.7 | -18.9 | 3.9 | -1.2
PPARg SRC-1 ag | 4.5 | 3.0 | 5.0 | 5.4 | -2.9 | 3.1 | 4.9 | -3.3
bIAP inh | 12.0 | 6.8 | -2.8 | 6.7 | 0.1 | 5.9 | 7.6 | 8.5
bIAP act | 0.9 | 0.9 | 1 | 0.9 | 1 | 0.9 | 0.9 | 0.9

Looked up above:
For TNAP inh no acc, O=C1CC(SCCc2nc3ccccc3[nH]2)C(=O)N1c1ccc(F)cc1 (centres undefined) has the entry -4.5
For bIAP inh, O=C(Nc1ccc(N2CCCC2)c(Cl)c1)c1ccc(Br)o1 has the entry 11.8

Following part:
#33 COc1ccc(C=C2C(=O)c3ccccc3C2=O)cc1O
#34 CNC(=S)N/N=C(\C)c1cccc(C(F)(F)F)c1
#35 N#CCCN(C(=O)COC(=O)COc1ccc(Cl)cc1)c1ccccc1
#36 CCCCn1c2nc3ccccc3nc2c2c(=O)n(C(C)CC)cnc21 (centres undefined)
#37 COc1ccc(-c2cc(C(F)(F)F)c(C#N)c(SCC(=O)Nc3ccccc3C#N)n2)cc1
#38 Cc1cccc(N2C(=O)C3C(c4ccccc4)OC4(C(=O)c5ccccc5C4=O)C3C2=O)c1 (centres undefined)
#39 C[N+]1(CC(=O)OCCCC2CCCCC2)CCCC1
#40 COc1ccc(-c2cc(-c3cccs3)nc3sc(C#N)c(N)c23)cc1

Assay by compound | 33 | 34 | 35 | 36 | 37 | 38 | 39 | 40
TNAP inh no acc | -12.4 | -16.7 | -3.3 | 3.8 | -5.9 | -6.0 | -10.8 | -6.2
SRC2 TRFRET art | 1495 | 1827 | 1556 | 1561 | 1830 | 1484 | 1478 | 1563
Efa HMGR inh | -0.1 | 1.2 | -0.3 | -1.5 | -2.4 | -7.9 | -1.1 | -0.7
TNAP inh hiacc | 53.2* | -2.7 | -1.9 | -4.4 | -2.7 | -0.5 | -8.0 | -6.3
PPARg SRC-2 ag | -8.9 | 2.5 | 11.7 | 4.1 | 10.3 | -1.1 | -0.8 | 7.2
TNAP act hi DEA | 0.5 | 1 | 1 | 1 | 1 | 1 | 1.1 | 1.1
PPARg SRC-3 ag | 9.2 | -1.9 | 8.9 | 5.5 | 12.5 | -10.7 | 2.4 | 2.6
PPARg SRC-1 ag | 6.6 | 2.3 | 0.6 | -1.9 | 12.4 | -1.4 | 6.6 | 6.0
bIAP inh | . | 15.9 | 4.1 | -0.9 | 3.3 | 4.7 | -2.9 | -4.4
bIAP act | 0.3 | 0.8 | 1 | 1 | 1 | 1 | 1 | 1

#41 CCCC(=O)NC(=S)Nc1cccc(NC(=O)c2ccc(Cl)cc2Cl)c1
#42 CCCN1CCN(C(=O)Cn2cnc3ccc(S(=O)(=O)N4CCC(C)CC4)cc3c2=O)CC1
#43 O=c1c2ccc([N+](=O)[O-])cc2ncn1CCOc1ccc(Cl)cc1
#44 O=C(O)c1cn(Cc2ccccc2)nc1-c1cccnc1

Assay by compound | 41 | 42 | 43 | 44
TNAP inh no acc | -9.7 | -1.0 | -10.4 | 3.7
SRC2 TRFRET art | 1668 | 1674 | 1528 | 1495
Efa HMGR inh | 1.9 | 0.7 | -3.4 | -1.9
TNAP inh hiacc | -2.7 | 0.4 | -3.5 | -4.3
PPARg SRC-2 ag | 9.9 | 2.1 | -9.9 | 3.7
TNAP act hi DEA | 1 | 1 | 1 | 1
PPARg SRC-3 ag | -0.7 | 3.6 | -4.4 | 0.6
PPARg SRC-1 ag | 1.9 | 6.9 | -5.1 | 2.3
bIAP inh | 4.3 | -16.1 | -23.9 | -8.2
bIAP act | 1 | 1.2 | 1.2 | 1.1
